High-throughput results (PubChem)
H9c2 TAG inh: inhibitors of triacylglycerol accumulation, primary screen, cell-based, uHTS, fluorescence, H9c2 | H9c2 cells, Nile Red lipid (TAG) fluorescence; cells loaded with 200 µM oleic acid | inhibition, % at 12.5 µM | hit rate 0.66% among 230,000;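 active = pattern-corrected inhibition of lipid staining of at least 50% with the nuclear-stain viability signal not falling by more than 50%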;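 also: 0% = DMSO wells and 100% = triacsin C control wells; some results filed as inactive read as strong as hits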
H9c2 TAG inh DAPI viability: recorded beside H9c2 TAG inh, whose call it bears; DAPI nuclei signal change (viability), lower = more cytotoxic, %;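 whole-well DAPI fluorescence read on a plate reader as a viability signal; minus 50 percent equals half of cells still viable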
The depositor's hits bear a star; & = joins results of further samples. Not all compounds are listed. The share of hits here may be higher or lower than overall.

#1 CC(C)(C)NCC(O)COc1cccc2c1CC(O)C(O)C2 (stereo not drawn)
#2 C/C(=N\NC(=S)NCc1ccccc1)C1CCCCC1
#3 CN(C)C/C=C(\c1ccc(Br)cc1)c1cccnc1
#4 CCCC(=O)O[C@]1(C(=O)COC(C)=O)CC[C@H]2[C@@H]3C[C@H](F)C4=CC(=O)C=C[C@]4(C)[C@@]3(F)[C@@H](O)C[C@@]21C
#5 Nc1ncnc2c1c(-c1ccc(Oc3ccccc3)cc1)cn2C1CCCC1

Assay by compound	1	2	3	4	5
H9c2 TAG inh DAPI viability	7.3	-0.7	-3.1	10.8	-2.7
H9c2 TAG inh	-12.7	-5.1	11.2	31.8	-4.5

#6 C[C@@H]1C[C@H]2[C@@H]3CCC4=CC(=O)C=C[C@]4(C)[C@@]3(Cl)[C@@H](O)C[C@]2(C)[C@@]1(OC(=O)c1ccco1)C(=O)CCl
#7 CC(=O)Oc1ccc2c(C)cc(=O)oc2c1
#8 COc1cc(N)c(Cl)cc1C(=O)N[C@H]1CCN(CCCOc2ccc(F)cc2)C[C@H]1OC
#9 CC1(C)O[C@@H]2C[C@H]3[C@@H]4C[C@H](F)C5=CC(=O)C=C[C@]5(C)[C@@]4(F)[C@@H](O)C[C@]3(C)[C@]2(C(=O)CO)O1
#10 CCCCOc1cc(C(=O)OCCN(CC)CC)ccc1N

Assay by compound	6	7	8	9	10
H9c2 TAG inh DAPI viability	-18.8	-0.7	3.9	5.5	-1.5&3.0
H9c2 TAG inh	-35.2	7.2	-9.3	42.9	-17.0&4.4

#11 COC(=O)N/N=C/c1c[n+]([O-])c2ccccc2[n+]1[O-]
#12 COc1cc(C2Oc3cc(C4Oc5cc(O)cc(O)c5C(=O)C4O)ccc3OC2CO)ccc1O (stereo not drawn)
#13 CCCCCCCCCCCCCCC[C@@H](O)[C@@H](N)CO
#14 CCCCN(CCCC)CCCOC(=O)c1ccc(N)cc1
#15 C=C[C@H]1CN2CC[C@H]1C[C@H]2[C@H](O)c1ccnc2ccc(OC)cc12

Assay by compound	11	12	13	14	15
H9c2 TAG inh DAPI viability	1.3	4.9	-1.6	6.2	13.7&10.8
H9c2 TAG inh	13.2	-10.9	16.7	-16.8	-11.2&-36.9

Another view of some results above.
12	COc1cc(C2Oc3cc(C4Oc5cc(O)cc(O)c5C(=O)C4O)ccc3OC2CO)ccc1O (stereo not drawn)
  H9c2 TAG inh DAPI viability = 4.9 | H9c2 TAG inh = -10.9
13	CCCCCCCCCCCCCCC[C@@H](O)[C@@H](N)CO
  H9c2 TAG inh DAPI viability = -1.6 | H9c2 TAG inh = 16.7
14	CCCCN(CCCC)CCCOC(=O)c1ccc(N)cc1
  H9c2 TAG inh DAPI viability = 6.2 | H9c2 TAG inh = -16.8
15	C=C[C@H]1CN2CC[C@H]1C[C@H]2[C@H](O)c1ccnc2ccc(OC)cc12
  H9c2 TAG inh DAPI viability = 13.7&10.8 | H9c2 TAG inh = -11.2&-36.9

Back to the main list, repeating the two entries before the break.
#14 CCCCN(CCCC)CCCOC(=O)c1ccc(N)cc1
#15 C=C[C@H]1CN2CC[C@H]1C[C@H]2[C@H](O)c1ccnc2ccc(OC)cc12
#16 CCCC(=O)O[C@]1(C(=O)CCl)[C@@H](C)C[C@H]2[C@@H]3CCC4=CC(=O)C=C[C@]4(C)[C@@]3(F)C(=O)C[C@@]21C
#17 C[C@H](O)CC(=O)O
#18 O=C1NC(=S)S/C1=C\C=C\c1ccc([N+](=O)[O-])o1
#19 N=c1nc(N2CCCCC2)cc(N)n1O
#20 O=[N+]([O-])c1cncn1CCN1CCOCC1

Assay by compound	14	15	16	17	18	19	20
H9c2 TAG inh DAPI viability	6.2	13.7&10.8	20.7	-6.7&-13.9	-24.5*	0.0&7.5	2.1
H9c2 TAG inh	-16.8	-11.2&-36.9	34.2	0.5&13.7	51.2*	2.9&-9.4	-11.5

#21 CCCOc1ccc(C(=O)OCCN(CC)CC)cc1N
#22 CC(Cc1cccc(C(F)(F)F)c1)NCCOC(=O)c1ccccc1 (stereo not drawn)
#23 O=C(O)c1cc(=O)c2ccccc2o1
#24 CC(C)NNC(=O)c1ccncc1
#25 COc1cc(C=O)ccc1O
#26 CCc1cccc(CC)c1NC(=O)CN(CC(=O)O)CC(=O)O
#27 O=C(c1ccccn1)N(Cc1cccs1)C1(C(=O)NC2CCCCC2)CCCCC1
#28 CCCCCCCCCCCCCCCC(O)C(N)CO (stereo not drawn)

Assay by compound	21	22	23	24	25	26	27	28
H9c2 TAG inh DAPI viability	4.3	-8.6&12.6	9.2	3.4	1.8	-10.0	-2.8	-13.3
H9c2 TAG inh	-23.1	-9.4&-12.2	8.1	-7.9	-2.4	10.0	-0.2	20.0
